# CAL PDZ FP-1: inhibitors of human CAL PDZ peptide binding | purified CAL PDZ, TMR-peptide fluorescence polarization, 1 h | AID 504414 | Q9HD26 | inhibition, % at 20 µM | hit rate 0.02% among 330,000;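 active = highest replicate inhibition of at least 40%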;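 also: plate controls were DMSO neutral control wells for no effect and unlabeled competitor peptide control wells for full effect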
#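 material = purified tagged CAL PDZ domain construct (CerCALP) | buffer or medium = sodium phosphate/NaCl buffer pH 7.4 with TCEP, IgG, Thesit | reagent = TMR-labelled reporter peptide T*-PRC34 bound in PDZ groove | incubation = 1 h room-temperature incubation prior to read | measured by = fluorescence polarization (mP) | evaluation = percent inhibition from loss of millipolarization | control set = unlabelled peptide and DMSO controls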
# NSD2 inh: blocks human histone methyltransferase NSD2 | hit rate 0.54% among 310,000 | O96028 | inhibition, % at 12.5 µM | NSD2 peptide methylation, AlphaScreen, 120 min | AID 743445; in the data active = inhibition above about 50%
# Arr AP2 block: blocks beta-arrestin peptide binding to AP2 adaptin; inhibition, % at 10 µM; FITC-arrestin peptide / GST-AP2 beads, flow cytometry; AP2 beta2 appendage carries R879A mutation; hit rate 0.31% among 340,000;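 active = inhibition above a set limit, near 3 SD of compounds lacking own fluorescence, cut at about 54% in these data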;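 also: plate controls were DMSO wells for no effect and 5 µM unlabelled arrestin peptide for full effect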
#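 test system = AP2 appendage R879A on GSH beads | buffer or medium = PBS plus Tween 20 (0.05%) and BSA (0.1%) | incubation = 12 min plus 1 h, RT | detection = bead flow cytometry, FITC channel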
# Keap1-Nrf2 PPI: disrupts human Keap1 binding to Nrf2 peptide; inhibition, % at 9.4 µM; AID 504523; Q14145; Keap1 Kelch-Nrf2 peptide fluorescence polarization, 1536-well; hit rate 0.15% among 340,000; in the data active = inhibition above about 12%;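 also: human Keap1 Kelch domain with fluorescein labeled Nrf2 9mer peptide probe; 0% = neutral control wells and 100% = peptide positive control; higher means more block of Keap1 binding to Nrf2 peptide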
# Cardiac RTF inh: cardiac RTF calcium desensitization; inhibition, % at 7.15 µM; hit rate 0.12% among 340,000; P19429+P45379; IANBD-labeled cardiac RTF, Ca2+ fluorescence; AID 493244;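 active = inhibition above the mean inhibition of all tested compounds plus 3 SD, cut at about 17% in these data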;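 also: assay run at fixed EC70 calcium of 1.6 mM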
# V-ATPase pHluor: alters yeast V-ATPase proton transport; S. cerevisiae, pHLuorin cytosolic pH fluorescence; response, % at 10 µM; hit rate 0.37% among 350,000; AID 504577; in the data active = response mostly above about 7.3%, no sharp cut-off; inactive = mostly below about 5.4%; also: actives read high; inactives centre near 0; some compounds called inactive have numbers as strong as hits
# DAGLB inhibitor: blocks human DAGLB lipase activity. HEK293T DAGLB membrane lysate, EnzChek fluorogenic substrate. hit rate 0.059% among 340,000. inhibition, % at 5.17 µM. Q8NCG7; in the data active = inhibition above about 34%;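 also: 0% = enzyme with vehicle and 100% = wells lacking enzyme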
# DSG3 Ab inh: blocks pemphigus antibody binding to human desmoglein-3. P32926. DSG3-coupled beads, scFv-anti-DSG3-GFP binding, flow cytometry; stronger effect = lower value. AID 588358. hit rate 0.48% among 310,000. binding (percent of control), % at 10 µM;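 active = binding more than 3 SD below its plate's average and above zero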; also: some compounds called inactive have numbers as strong as hits
# Target sequence (P32926 whole entry, looked up): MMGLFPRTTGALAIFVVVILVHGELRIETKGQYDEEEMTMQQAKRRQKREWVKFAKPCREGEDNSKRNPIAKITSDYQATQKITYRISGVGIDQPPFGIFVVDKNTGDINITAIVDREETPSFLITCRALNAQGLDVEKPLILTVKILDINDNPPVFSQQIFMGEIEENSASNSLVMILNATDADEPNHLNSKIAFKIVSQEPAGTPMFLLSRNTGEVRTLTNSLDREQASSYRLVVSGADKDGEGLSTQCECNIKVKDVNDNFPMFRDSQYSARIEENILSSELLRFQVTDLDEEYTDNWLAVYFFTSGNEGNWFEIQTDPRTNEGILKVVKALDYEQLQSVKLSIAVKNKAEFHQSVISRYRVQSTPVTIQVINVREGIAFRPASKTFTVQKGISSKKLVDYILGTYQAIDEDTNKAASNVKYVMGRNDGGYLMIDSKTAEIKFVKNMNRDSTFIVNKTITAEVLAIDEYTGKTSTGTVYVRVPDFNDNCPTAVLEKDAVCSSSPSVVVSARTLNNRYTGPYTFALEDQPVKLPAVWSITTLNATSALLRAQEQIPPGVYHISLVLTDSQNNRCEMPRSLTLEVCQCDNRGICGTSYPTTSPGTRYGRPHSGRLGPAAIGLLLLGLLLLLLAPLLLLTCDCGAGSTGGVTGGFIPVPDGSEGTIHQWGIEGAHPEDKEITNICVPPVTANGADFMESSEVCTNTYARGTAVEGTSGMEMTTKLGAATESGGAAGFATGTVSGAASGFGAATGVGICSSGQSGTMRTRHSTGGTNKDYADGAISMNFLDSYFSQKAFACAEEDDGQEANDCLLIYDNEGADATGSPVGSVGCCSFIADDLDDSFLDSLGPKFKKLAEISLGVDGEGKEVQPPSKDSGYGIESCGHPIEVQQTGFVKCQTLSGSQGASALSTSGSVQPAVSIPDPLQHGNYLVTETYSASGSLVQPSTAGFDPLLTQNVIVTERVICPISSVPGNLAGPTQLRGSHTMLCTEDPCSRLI
# CAL PDZ FP-2: blocks peptide binding to the human CAL PDZ domain; Q9HD26; purified CAL PDZ, TMR-peptide fluorescence polarization, 1 h; inhibition, % at 24.9 µM; hit rate 0.92% among 300,000; AID 602252;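 active = mean inhibition of at least 30% with at least half of replicates also reaching 30%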;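 also: 0% = DMSO neutral control and 100% = excess unlabeled competitor peptide PRC23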
# C-LANA FP: inhibitors of KSHV LANA C-terminal domain DNA binding | MBP-C-LANA/FAM-LBS DNA binding, fluorescence polarization | inhibition, % at 9 µM | hit rate 0.078% among 340,000;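 active = highest replicate inhibition at or above 60% at 9 µM, even if other replicates fall short; inactive = all replicates below 60% inhibition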;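 also: 0% = neutral control wells and 100% = 4 µM acridine orange control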
# Numbers without * were called inactive; x = no result given.
SMILES,CAL PDZ FP-1,NSD2 inh,Arr AP2 block,Keap1-Nrf2 PPI,Cardiac RTF inh,V-ATPase pHluor,DAGLB inhibitor,DSG3 Ab inh,CAL PDZ FP-2,C-LANA FP
CCOc1ccc(N2C(=O)C3C(c4ccc(OC)cc4OC)NC(CCSC)(C(=O)OC)C3C2=O)cc1 (stereo not given),x,-2.0,-9.2,-2.7,0.0,-3.9,-0.9,96.9,-2.2,1.2
CCSc1ccc(C(=O)NCC(=O)O)cc1,-0.3,-2.9,-4.0,3.3,-1.6,-1.6,1.7,115.7,x,2.2
COc1ccc(-n2c(C)nn(CC3CC3)c2=O)cc1,1.1,-1.6,53.7,-5.3,-2.3,1.2,-0.1,x,-1.0,-0.6
Cc1ccc(S(=O)(=O)N(CC(=O)N2CCOCC2)c2ccc(C(C)C)cc2)cc1,-1.7,-4.6,7.7,-2.0,-7.1,-0.7,0.4,x,-4.4,-0.7
COc1ccccc1NC(=O)c1ccc(NC(=O)COC(=O)C2CC2C)cc1 (stereo not given),-3.6,0.1,-10.6,-0.6,0.4,-3.4,1.7,88.8,-1.4,-1.2
O=C(NCCCn1ccnc1)C1CCCN(S(=O)(=O)c2ccc(F)cc2)C1 (stereo not given),-0.8,1.5,-7.1,-5.1,-28.6,-0.7,-2.3,113.0,1.5,0.8
CCN(CC)C(=S)NC(=O)c1cccnc1,0.6,0.7,15.1,0.6,5.8,-1.9,1.6,106.5,-0.9,-0.6
Cc1ccc(Nc2nnc(C(C)(C)C)c(=O)n2N)cc1,-0.8,-5.2,-6.3,-0.1,-3.3,4.0,1.0,87.5,-2.8,0.7
Cc1cc(NC(=O)CN2C(=O)NC(CC(C)C)C2=O)ccc1Br (stereo not given),-0.1,-1.3,9.6,-4.8,-1.3,3.9,-2.7,103.7,-1.6,0.2
CCOc1ccc(NC(=O)COn2nnc3ccc(S(=O)(=O)N4CCOCC4)cc32)cc1,x,3.7,10.8,1.4,3.8,-0.9,-0.4,95.8,-7.3,0.5

# The final seven records of the part above open the next one:
SMILES,CAL PDZ FP-1,NSD2 inh,Arr AP2 block,Keap1-Nrf2 PPI,Cardiac RTF inh,V-ATPase pHluor,DAGLB inhibitor,DSG3 Ab inh,CAL PDZ FP-2,C-LANA FP
Cc1ccc(S(=O)(=O)N(CC(=O)N2CCOCC2)c2ccc(C(C)C)cc2)cc1,-1.7,-4.6,7.7,-2.0,-7.1,-0.7,0.4,x,-4.4,-0.7
COc1ccccc1NC(=O)c1ccc(NC(=O)COC(=O)C2CC2C)cc1 (stereo not given),-3.6,0.1,-10.6,-0.6,0.4,-3.4,1.7,88.8,-1.4,-1.2
O=C(NCCCn1ccnc1)C1CCCN(S(=O)(=O)c2ccc(F)cc2)C1 (stereo not given),-0.8,1.5,-7.1,-5.1,-28.6,-0.7,-2.3,113.0,1.5,0.8
CCN(CC)C(=S)NC(=O)c1cccnc1,0.6,0.7,15.1,0.6,5.8,-1.9,1.6,106.5,-0.9,-0.6
Cc1ccc(Nc2nnc(C(C)(C)C)c(=O)n2N)cc1,-0.8,-5.2,-6.3,-0.1,-3.3,4.0,1.0,87.5,-2.8,0.7
Cc1cc(NC(=O)CN2C(=O)NC(CC(C)C)C2=O)ccc1Br (stereo not given),-0.1,-1.3,9.6,-4.8,-1.3,3.9,-2.7,103.7,-1.6,0.2
CCOc1ccc(NC(=O)COn2nnc3ccc(S(=O)(=O)N4CCOCC4)cc32)cc1,x,3.7,10.8,1.4,3.8,-0.9,-0.4,95.8,-7.3,0.5
COc1cccc(N2C(=O)C3ON(c4ccccc4)C(c4cccs4)C3C2=O)c1 (stereo not given),-0.2,x,3.8,-2.6,-0.2,-0.2,-0.5,92.0,x,-4.2
Cc1ccc(NS(=O)(=O)c2ccc(NC(=O)[C@@H]3CCCC[C@@H]3C(=O)O)cc2)c(C)c1,-0.8,-5.4,-6.5,1.0,6.6,3.1,-2.9,x,0.1,0.1
Cc1ccc(NS(=O)(=O)c2ccc(CCC(=O)NCc3cccnc3)cc2)cc1,0.0,-1.6,-9.5,0.4,-0.6,-6.4,0.8,111.7,-2.3,0.2
O=C(O)c1cc2c(cc1NC(=O)c1ccccc1C(F)(F)F)OCCCO2,-2.1,7.6,-0.5,-1.9,8.8,7.2,-0.5,x,7.8,-0.6
CC1CN(CC(O)COC(c2ccc(Cl)cc2)c2ccc(Cl)cc2)CC(C)O1 (stereo not given),-0.7,-2.6,-18.6,3.8,-20.3,1.4,-3.5,106.6,-3.0,-0.6
CC1(C)CC(=O)C(/C=N/c2ccccn2)=C(O)C1,-3.4,1.3,12.7,3.2,-5.7,-1.1,4.6,106.6,2.7,1.5
COc1cccc(C(=O)C(CCC#N)c2ccccc2)c1 (stereo not given),x,34.0,x,x,x,-2.1,-6.2,104.5,x,x
COc1ccc(S(=O)(=O)N2CCOCC2)cc1NC(=O)c1ccc(OCC(C)C)c(OC)c1,-1.6,-3.2,-3.6,1.9,-7.3,-0.7,-5.0,x,-4.0,-0.7
O=C(NCc1ccccc1)c1ccc(NC(=O)C2CCC2)cc1,-1.7,x,23.5,1.9,1.1,-2.8,-2.7,100.9,7.0,-1.1
CC(C)c1ccc(O)c(NC(=S)NC(=O)CCc2ccccc2)c1,-1.4,-2.1,-4.0,-2.8,-6.2,-1.6,-14.4,105.4,-0.1,2.0
CN(Cc1c(C(=O)N/N=C/c2ccccc2O)nnn1-c1nonc1N)C1CCCCC1,x,-2.3,x,x,x,-1.0,3.5,100.3,x,x
CCOC(=O)C1(Cc2cccc(F)c2)CCN(Cc2ccon2)CC1,-1.4,1.9,5.3,1.5,x,1.2,x,98.5,3.6,-0.4
CN(CC(=O)Nc1ccccc1Cl)C(=O)c1cccc(-n2cccc2)c1,-1.9,0.8,-7.0,-7.6,-11.8,-0.3,1.9,95.6,-10.9,-0.5
COc1cccc(CC2(CO)CCN(S(=O)(=O)c3ccc(OC)cc3OC)CC2)c1,1.5,x,9.3,-4.8,-3.0,-4.7,-2.6,106.2,x,-0.3
CCC1CCCCN1C(=O)CSc1nnc(-c2ccc(OC)cc2)o1 (stereo not given),0.7,x,14.5,-3.5,-0.3,2.7,-6.1,107.5,-0.7,-1.2
CCCNC(=O)C(Cc1ccc(I)cc1)NC(=O)c1ccc2ccccc2n1 (stereo not given),0.6,x,-1.1,-5.4,8.3,-4.4,-8.8,103.0,-3.9,0.6
O=C(Oc1ccc(/C=N/NC(=O)c2ccccn2)cc1)c1cccc(F)c1,-0.9,-1.4,4.8,-0.4,-4.0,3.2,-0.4,105.4,0.6,-0.8
CCOC(=O)C1(C)C=C(Nc2ccc(O)cc2)C(=O)N1c1ccc(O)cc1 (stereo not given),-0.4,3.8,2.0,-5.2,-10.4,-0.4,3.6,98.5,-3.5,-0.8
Cc1cc(C(F)(F)F)c2c(N)c(C(=O)Nc3cc(C)on3)sc2n1,-1.6,6.2,-1.0,-5.9,8.0,1.9,-5.8,x,x,x
CN(CCO)c1cc(NCCCN2CCC(Cc3ccccc3)CC2)c2nonc2c1[N+](=O)[O-],1.2,-1.0,-13.2,-3.1,8.8,3.5,0.0,97.6,1.6,-0.8
CC(=O)c1cnc(-c2ccccc2)s1,-0.9,0.0,8.9,3.2,x,0.1,x,101.1,4.8,-1.5
O=C(NCCN1CCN(C(=O)c2ccccc2Cl)CC1)C(=O)NCc1ccccc1,-0.7,-5.0,-2.2,-0.7,-9.2,-0.4,-0.6,104.7,48.0*,2.1
COc1cccc(C(=O)N(C)CC(=O)Nc2ccc(F)c(F)c2F)c1,-0.7,-2.7,5.2,-2.5,-4.0,-3.4,-4.3,109.9,-6.1,-1.7
Cc1ccc(NC(=O)[C@@H](NC(=O)c2cccc(S(=O)(=O)N3CCOCC3)c2)C(C)C)cc1C,-0.5,-2.6,-10.7,1.8,-2.8,1.0,3.5,99.8,2.0,0.6
Cn1c(CO)nc2c3ccccc3ccc21,-2.1,0.5,25.3,2.6,-1.6,-0.5,-2.7,111.8,-1.2,-2.0
CCOC(=O)C1CCN(C(=O)C2CCN(S(=O)(=O)c3ccc4c(c3)CC(C)N4C(C)=O)CC2)CC1 (stereo not given),-0.3,1.6,11.4,2.3,3.9,-0.4,0.3,101.4,8.5,1.5
CCc1ccc(-c2nc(CS(=O)CC(=O)O)c(C)o2)cc1 (stereo not given),-1.6,6.8,-10.0,-5.9,-4.9,2.0,-0.3,101.3,-0.7,-0.9
Cc1ccn(C(=O)c2ccc(NC(=O)CC(C)C)cc2)n1,-3.4,-2.4,31.7,1.3,-4.3,4.4,0.5,95.1,-1.4,-1.5
COC(=O)c1ccccc1NC(=O)c1ccc2c(c1)OCCCO2,-2.4,x,-5.6,-6.4,2.4,-0.4,-11.6,104.9,-19.6,0.5
O=[N+]([O-])c1ccccc1/C=N/Nc1nnc(-c2ccccc2)c(-c2ccccc2)n1,0.3,20.9,-0.2,-1.3,-4.0,0.8,0.9,95.7,1.9,0.9
O=C(NCc1ccc2c(c1)OCO2)C(=O)NCC1OCCCN1S(=O)(=O)c1ccccc1 (stereo not given),x,1.3,x,x,x,-1.4,-1.8,111.3,x,x
Cc1nn(Cc2c(Cl)cccc2Cl)c(C)c1NC(=O)c1cnn2c(C(F)F)cc(-c3ccccc3)nc12,-2.2,-4.3,-4.3,-3.8,-7.9,-3.1,-5.3,94.2,-10.2,0.8
COC(=O)CSc1nc(SCc2ccc(C)cc2)nc2c1CCCC2,-1.1,-2.4,99.4*,-1.1,-4.6,0.4,-20.6,102.5,-1.6,1.6
COc1cccc(NC(=O)CN(C)C(=O)c2c(-c3ccccc3)noc2C)c1,-0.9,-1.7,28.4,-0.4,3.9,1.4,-0.1,106.8,x,2.7
N#Cc1ccc(-c2ccc(OCC3CNC(=O)O3)cc2)cc1 (stereo not given),x,6.4,5.8,-5.3,-3.0,-4.5,0.8,100.0,-7.0,3.7
O=C(CSc1ccc2nnc(-c3ccncc3)n2n1)NCc1ccco1,-0.6,x,2.2,-1.8,-9.4,2.0,2.2,102.9,-4.4,0.2
Cc1ccc(-n2c(C)cc3c2CC(C)(C)CC3=O)cc1C,0.5,10.0,-2.4,0.7,1.3,0.5,-4.6,101.2,-1.1,-1.3
CC(=O)Nc1ccc(NC(=O)CSc2nnc(C)n2-c2ccccc2)cc1,x,-3.3,59.8*,0.8,-3.0,-0.5,1.1,107.5,-0.8,1.2

# From PubChem

# These rows are one share of the data, so the mix of outcomes need not match the whole.
